High-throughput results deposited in PubChem BioAssay by several laboratories.
MrgX1 antag – antagonists of human MrgX1 receptor, primary screen, HEK293 cells, Fluo-4 calcium flux. Mas-related G-protein coupled receptor member X1 (Homo sapiens), Q96LB2. BAM8-22 antagonism; active compounds read low. B-score at 10 µM. actives 1.3% (n = 310,000);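 active means calcium-response B-score plate-corrected more than 3 library SD below zero, starting fluorescence within 5 deviations, no agonist response on first addition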;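 further: peak minus trough fluorescence over baseline after final BAM8-22 challenge near maximal dose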
MrgX1 ag – agonists of human MrgX1 receptor, primary screen, HEK293 cells, Fluo-4 calcium flux; Mas-related G-protein coupled receptor member X1 (Homo sapiens), Q96LB2; AID 588627, 2011; Fluo-4 calcium fluorescence, agonist mode; active compounds read high; actives 0.44% (n = 310,000); B-score at 10 µM;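 active means calcium response B-score plate-corrected fluorescence ratio at least 3 library SD, with starting fluorescence B-score inside 5 SD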
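System – MrgX1-expressing HEK293 cells · Incubation – cells plated overnight, dye loaded 0.5 h 37 °C, 0.5 h room temperature · Technique – kinetic Fluo-4 NW fluorescence of intracellular calcium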
TRPC6 inh – mouse TRPC6 channel inhibitors, primary screen, cell-based, HEK293, membrane potential dye; Short transient receptor potential channel 6 (Mus musculus), Q61143; ACh-evoked depolarization; active compounds read low; B-score at 10 µM; actives 1.1% (n = 310,000);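 active means B-score under library mean minus 3 SD, initial fluorescence not abnormally high, positive integrated signal ratio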;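 further: B-score derived from integrated fluorescence ratio over the kinetic read; more negative B-score means stronger inhibition of depolarization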
TRPC6 act – mouse TRPC6 channel activators, primary screen, cell-based, HEK293, membrane potential dye. HEK293-TRPC6 membrane potential dye fluorescence; active compounds read high. B-score at 10 µM. actives 0.13% (n = 310,000);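 active means B-score of the integrated fluorescence ratio above library mean plus 3 SD, and starting fluorescence ratio within library mean plus 5 SD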;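 further: higher score means more depolarization so channel activation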
TRPC4 act – activators of mouse TRPC4 channel, primary screen, Fluo4 calcium, HEK293 TRPC4beta/mu-opioid cells; Short transient receptor potential channel 4 (Mus musculus), Q9QUQ5; Fluo4 calcium fluorescence; active compounds read high; B-score at 10 µM; actives 0.49% (n = 310,000); AID 2237, 2010;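 active means B-score above 5 SD of library B-scores, and initial fluorescence ratio not above library mean plus 5 SD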;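 further: positive B-score marks a calcium rise read as TRPC4 activation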
Target sequence (Q9QUQ5 whole entry, looked up): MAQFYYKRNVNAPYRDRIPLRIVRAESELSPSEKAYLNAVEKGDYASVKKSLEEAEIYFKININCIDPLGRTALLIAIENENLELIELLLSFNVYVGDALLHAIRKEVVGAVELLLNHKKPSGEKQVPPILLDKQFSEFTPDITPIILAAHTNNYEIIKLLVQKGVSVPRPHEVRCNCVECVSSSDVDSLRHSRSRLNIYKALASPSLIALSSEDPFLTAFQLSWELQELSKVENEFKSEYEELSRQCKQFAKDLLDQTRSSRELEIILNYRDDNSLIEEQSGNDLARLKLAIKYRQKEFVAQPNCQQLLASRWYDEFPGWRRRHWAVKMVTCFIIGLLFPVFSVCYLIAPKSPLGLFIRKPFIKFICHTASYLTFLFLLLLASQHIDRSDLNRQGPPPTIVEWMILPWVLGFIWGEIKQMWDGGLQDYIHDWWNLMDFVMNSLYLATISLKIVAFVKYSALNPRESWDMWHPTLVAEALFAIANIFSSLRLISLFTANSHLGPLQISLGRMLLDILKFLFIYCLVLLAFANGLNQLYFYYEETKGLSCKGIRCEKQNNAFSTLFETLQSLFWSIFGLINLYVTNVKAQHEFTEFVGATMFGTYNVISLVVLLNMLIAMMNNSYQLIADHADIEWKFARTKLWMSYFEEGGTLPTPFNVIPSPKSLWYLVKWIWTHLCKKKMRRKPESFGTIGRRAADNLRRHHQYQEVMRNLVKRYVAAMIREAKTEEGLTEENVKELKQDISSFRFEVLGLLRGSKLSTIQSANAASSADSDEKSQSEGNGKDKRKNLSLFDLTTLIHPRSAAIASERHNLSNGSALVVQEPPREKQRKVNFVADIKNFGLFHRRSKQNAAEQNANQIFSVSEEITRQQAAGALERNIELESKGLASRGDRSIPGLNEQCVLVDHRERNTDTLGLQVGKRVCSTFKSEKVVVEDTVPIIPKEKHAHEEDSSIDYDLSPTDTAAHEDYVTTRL
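Assay system – TRPC4beta and mu-opioid receptor HEK293 stable cells · Measured by – Fluo4 fluorescence, kinetic · Schedule – dye loading 45 min room temperature, 110 s kinetic read · Read-out – B-scored integrated calcium fluorescence ratio · Controls – buffer and maximal DAMGO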
AI-2 QS mod – Vibrio harveyi AI-2 quorum sensing modulators, primary screen, JMH597 strain, luminescence/OD600 ratio; activity change, % at 7.5 µM; Vibrio harveyi JMH597 AI-2 luminescence/OD600 ratio, 9 h; active compounds read low; strain lacks LuxN and CqsS sensors; 0 = neutral-control median; actives 0.4% (n = 300,000); AID 2094, 2009; in the data active means activity change below about -75%, passing the limit was not always enough;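 further: luminescence divided by OD600 gain over 9 h not by final OD600 alone; inactives centre near 13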
TRPC4 PAM – positive allosteric modulators of TRPC4, primary screen, cell-based, mouse TRPC4beta, HEK293 mu-opioid, Fluo-4 calcium; AID 2227, 2009; Short transient receptor potential channel 4 (Mus musculus), Q9QUQ5; B-score at 10 µM; actives 0.42% (n = 310,000); DAMGO EC20, Fluo-4 Ca2+ flux; active compounds read high;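 active means B-score of calcium response area above 5 SD of library B-scores, with initial fluorescence ratio within 5 SD of library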;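 further: B-score of integrated fluorescence ratio over time as area under calcium response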
PolyA inh – polyadenylation inhibitors in yeast reporter cells, primary screen, luminescence, S. cerevisiae; S. cerevisiae SKY197-pL101 polyadenylation reporter, beta-gal luminescence; efflux-impaired pdr1/pdr3 knockout yeast; score 100 = 6 SD above DMSO; calls only at 12 µM; actives 0.02% (n = 300,000);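 active means lowest replicate activity score at least 50, where 100 means six control SD above control mean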;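 further: yeast exposed to compound for 9 h at 30 °C; higher score means more reporter readthrough which indicates perturbed polyadenylation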
HIF activator – HIF pathway transcriptional activators, primary screen, cell-based, U2OS HRE-luciferase, luminescence | U2OS HRE-luciferase reporter; normalized: DMSO 0%, desferrioxamine 100% | activation, % at 7.5 µM (by protocol) | actives 0.32% (n = 300,000) | AID 1910, 2009;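 active means mean activation of at least 10% of the iron chelator positive control signal, with at least half of replicates also reaching 10%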
MrgX1 allo act – positive allosteric modulators of MrgX1, primary screen, HEK293 cells, Fluo-4 calcium flux; AID 588675, 2011; B-score at 10 µM; Mas-related G-protein coupled receptor member X1 (Homo sapiens), Q96LB2; FDSS; active compounds read high; actives 0.63% (n = 310,000);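 active means plate-corrected calcium response at least 3 library SD above typical, normal starting fluorescence, not activating the receptor alone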;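 further: compound read alongside a low EC10 to EC30 dose of BAM8-22 agonist; peak minus trough fluorescence over baseline measured at the second addition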
TRPC4 block – inhibitors of mouse TRPC4 channel, primary screen, Fluo4 calcium, HEK293 TRPC4beta/mu-opioid cells. Short transient receptor potential channel 4 (Mus musculus), Q9QUQ5. DAMGO-evoked Fluo4 calcium flux; active compounds read low. B-score at 10 µM. actives 0.39% (n = 300,000). AID 2247, 2010;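 active means B-score over 3 SD under the library average, no early fluorescence shift, positive overall ratio signal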
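Assay system – HEK293 line stably carrying TRPC4beta and mu-opioid receptor · Doses – single dose · Detection – Fluo4 calcium-dye fluorescence, kinetic read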
Active calls of the source: *; i = inactive; · = not tested or not shown; & = joins results of further samples.

SMILES	MrgX1 antag	MrgX1 ag	TRPC6 inh	TRPC6 act	TRPC4 act	AI-2 QS mod	TRPC4 PAM	PolyA inh	HIF activator	MrgX1 allo act	TRPC4 block
CN1CCCC1C(O)(c1ccccc1)c1ccccc1 (centres undefined)	i	i	i	i	i	19	i	i	-0.3	i	i
O=[N+]([O-])c1cc(F)c(N2CCCCCC2)cc1N1CCNCC1	-5.2*	i	i	i	i	13	i	i	-0.5	i	i
c1ccc2c(N3CCNCC3)nsc2c1	i	i	i	i	i	23	i	i	-1.2	i	i
O=C(c1cn(Cc2ccccc2)c2ccccc12)N1CCCCC1	i	i	i	i	i	-13	i	i	-1.0	i	i
N#Cc1ccccc1Cn1cc(C(=O)c2ccccc2F)c2ccccc21	i	i	i	i	i	5	i	i	0.0	i	i
CCCCn1c(NC(=O)c2ccc(Br)o2)c(C(=O)OCC)c2nc3ccccc3nc21	i	i	i	15*	i	14	i	·	-0.1	i	i
O=C(COc1ccccc1)N1CCN(C2CC3CCC2C3)CC1 (centres undefined)	i	i	i	i	i	18	i	i	-0.8	i	i
CCCCn1c(O)c(C(CC)=NCc2cc(OC)cc(OC)c2)c(=O)[nH]c1=O	i	i	i	i	i	11	i	i	-0.5	i	i
COC(=O)[C@@H]1[C@@H](C(=O)OC)C2(c3ccccc3-c3ccccc32)N(c2ccc(Cl)cc2)N1C#N	i	i	i	i	i	13	i	i	-4.1	i	i
O=C(O)C(Cc1cnc[nH]1)NS(=O)(=O)c1ccc(Cl)cc1 (centres undefined)	i	i	i	i	i	18	i	i	2.1	i	i
COc1cc(OC)c([C@H]2C=C(C)[C@H]3C[C@@H]2C3(C)C)c(OC)c1	i	i	i	i	i	33	i	i	-0.4	i	i
CC(c1ccccc1)n1cncc1C(=O)N1CCCC1=O (centres undefined)	i	i	i	i	i	14	i	i	-0.3	i	i
CCOc1ccc(N2C(=O)CC(=O)NC2=O)cc1	i	i	i	i	i	10	i	i	-1.5	i	i
COC(=O)C1=Nc2ccccc2/C1=C\c1c(O)n(-c2ccc(OC)cc2)c(=O)[nH]c1=O	i	i	i	i	i	20	i	i	-0.1	i	i
CCCCOc1ccc(CN2CCN(CCO)CC2)cc1	i	i	i	i	i	19	i	i	0.7	i	i
CN(C)C(=O)Oc1noc2cc(Cl)ccc12	i	i	i	i	i	9	i	i	0.1	i	i
Cn1c(O)c(/C=N/NC(=O)c2ccncc2)c(=O)n(C)c1=S	i	i	i	i	i	0	i	i	0.2	i	i
CCOC(=O)c1sc(N=Nc2c(O)[nH]c(=O)[nH]c2=O)c(C(=O)OCC)c1C	i	i	i	i	i	41	i	i	-3.3	i	i
O=C(NCCN1CCOCC1)c1ccc(Cl)nc1Cl	i	i	i	i	i	34	i	i	0.0	i	i
O=C1Nc2ccc(Br)cc2C(c2ccc(Cl)cc2)=NC1O (centres undefined)	i	i	i	i	i	24	i	i	0.1	i	i
CCOP(=O)(OCC)C(O)c1cccc([N+](=O)[O-])c1 (centres undefined)	i	i	i	i	i	2	i	i	0.4	i	i
CCN1C(=O)CC(c2cccnc2)=Nc2ccccc21	i	i	i	i	i	13	i	i	-0.7	6.4*	i
O=c1cccc2n1CC1CC2CN(c2ncnc3c2cnn3-c2ccccc2)C1 (centres undefined)	i	i	i	i	i	44	i	i	0.2	i	i
CN(C)CCN=Cc1c(O)n(C2CCCCCC2)c(=O)[nH]c1=O	i	i	i	i	i	5	i	i	-0.3	i	i
CN1C(=O)NC(=O)/C(=C/c2ccc([N+](=O)[O-])o2)C1=O	i	i	i	i	i	15	i	i	0.0	i	i
CC(C)CC(NC(=O)C1CCCCC1)C(=O)N1CCC2(CC1)OCCO2 (centres undefined)	i	i	i	i	i	6	i	i	-1.3	i	i
COc1ccccc1CN1CCCCC1c1cccnc1 (centres undefined)	i	i	i	i	i	9	i	i	-0.1	i	i
CN(C)C(=O)Oc1ccc(OC(=O)N(C)C)cc1	i	i	i	i	i	11	i	i	0.1	i	i
O=[N+]([O-])c1ccc(CN2CC=C(c3ccccc3)CC2)cc1	i	i	i	i	i	18	i	i	1.2	i	i
COCCNC(=O)CN1C2CCC1CC(O)(c1cccnc1)C2 (centres undefined)	i	i	i	i	i	5	i	i	-1.1	i	i
CC(=Nc1ccc2c(c1)CCC2)c1c(O)n(-c2ccccc2)c(=O)[nH]c1=O	i	i	i	i	i	19	i	i	-0.3	i	i
C=CCN1C(=O)NC(=O)/C(=C/c2ccc(N(C)C)c(Br)c2)C1=O	i	i	i	i	i	18	i	i	-0.1	i	i
O=C1CC(N2CC=C(c3ccccc3)CC2)C(=O)N1c1ccc(F)cc1 (centres undefined)	i	i	i	i	i	28	i	i	-0.1	i	i
O=C(COc1ccc(Cl)cc1)N(c1ccccc1Cl)C1CN2CCC1CC2 (centres undefined)	i	i	-5.3*	i	i	14	i	i	-0.1	i	i
CCOC(=O)c1c(/N=C/c2c(O)n(-c3cccc(C)c3)c(=O)[nH]c2=O)sc2c1CCCC2	i	i	i	i	i	19	i	i	-0.2	i	i
CC(=NCCC1=CCCCC1)c1c(O)[nH]c(=O)[nH]c1=O	i	i	i	i	i	29	i	i	0.2	i	i
CCCC(C)n1[nH]c(=O)c2c1NC(=O)CSC2c1ccc(OC)c(OC)c1 (centres undefined)	i	i	i	i	i	23	i	i	-0.2	i	i
O=P(NS(=O)(=O)c1ccc(Br)cc1)(Oc1ccccc1)Oc1ccccc1	i	i	i	i	i	28	i	i	0.5	i	i
COC(=O)C1=C(c2ccc(S(C)(=O)=O)cc2)C[C@@H]2CC[C@H]1N2C(=O)NCCS(C)=O (some centres undefined)	i	i	i	i	i	12	i	·	0.6	i	i
COc1ccccc1CCNCc1cccc(C(F)(F)F)c1	i	i	i	i	i	3	i	i	0.0	i	i
Cc1nn(Cc2ccccc2)c(C)c1C(=O)NC1CCCc2ccccc21 (centres undefined)	i	i	i	i	i	9	i	i	-0.4	i	i
CC(=O)OC1C2CCCC1C(N1CCCC1)CC2 (centres undefined)	i	i	i	i	i	-3&19	i	i	0.0&-0.2	i	i
COc1ccc(CNC(=O)CCC(=O)N2C[C@H]3C[C@H](C2)c2cccc(=O)n2C3)cc1OC	i	i	i	i	i	-3	i	i	-0.1	i	i
COc1ccc(/C=C2\C(=O)NC(=O)N(CCC3=CCCCC3)C2=O)c(OC)c1	i	i	i	i	i	9	i	i	0.2	i	i
COc1ccc(C2(C#N)CCN(C)CC2)cc1	i	i	i	i	i	6	i	i	0.6	i	i
O=c1[nH]c(=S)n(-c2ccccc2)c(O)c1C=NCc1ccccn1	i	i	i	i	i	16	i	i	-0.1	i	i
CC(C)C/C(=N/O)c1c[nH]c2ccccc12	i	i	i	i	i	18	i	i	0.2	i	i
CCOC(=O)c1c(C)n(Cc2ccccc2)c2ccc(OCC(O)CN3C(=O)CNC3=O)cc12 (centres undefined)	i	i	i	i	i	19	i	i	0.0	i	i
CC[N+]12CCC(CC1)C(=C(c1ccccc1)c1ccccc1)C2	i	i	-6.1*	i	i	11	i	i	-0.1	i	i
O=C1CC(=O)N(Cc2ccccc2)C(=S)N1	i	i	i	i	i	2	i	i	0.9	i	i
CCC(C)(C)n1nnnc1CN1CCC(n2c(C)nc3cc(C(F)(F)F)ccc32)CC1	i	i	i	i	i	-7	i	i	0.1	i	i
CCOP(=O)(OCC)C(O)c1ccc(OC)cc1OC (centres undefined)	i	i	i	i	i	5	i	i	0.2	i	i
S=P(Nn1cnnc1)(c1ccccc1)c1ccccc1	i	i	i	i	i	14	i	i	-0.2	i	i
O=c1[nH]c(=O)n(Cc2ccc(F)cc2)c(O)c1C=NCCCN1CCOCC1	i	i	i	i	i	18	i	i	-0.8	i	i
Cc1cc(C)cc(N2C(=O)NC(=O)/C(=C\C=C\c3ccco3)C2=O)c1	i	i	i	i	i	9	i	i	2.3	i	i
CS(=O)(=O)c1ccc(C(=O)N2CCC(C(=O)O)(c3ccccc3)CC2)cc1	i	i	i	i	i	29	i	i	-0.4	i	i
C=CCn1cc(C=C2C(=O)NC(=O)NC2=O)c2ccccc21	i	i	i	i	i	-2	i	i	-21	i	i
O=C(Cn1cc(C=C2C(=O)NC(=O)NC2=O)c2ccccc21)NCC1CCCO1 (centres undefined)	i	i	i	i	i	25	i	i	-0.4	i	i
COc1ccc(N2C(=O)/C(=C/c3ccco3)C(=O)NC2=S)cc1	i	i	i	i	i	73	i	i	0.6	i	i
CN1C(=O)C(=Cc2ccccc2OCCOc2ccc([N+](=O)[O-])cc2)C(=O)N(C)C1=O	i	i	i	i	i	22	i	·	0.5	i	i
C[n+]1c(-c2ccccc2)sc2ccccc21	i	i	i	i	i	45	i	i	1.0	i	i

Part of the list above, as comma-separated lines.
SMILES,MrgX1 antag,MrgX1 ag,TRPC6 inh,TRPC6 act,TRPC4 act,AI-2 QS mod,TRPC4 PAM,PolyA inh,HIF activator,MrgX1 allo act,TRPC4 block
CC[N+]12CCC(CC1)C(=C(c1ccccc1)c1ccccc1)C2,i,i,-6.1*,i,i,11,i,i,-0.1,i,i
S=P(Nn1cnnc1)(c1ccccc1)c1ccccc1,i,i,i,i,i,14,i,i,-0.2,i,i
O=C1CC(=O)N(Cc2ccccc2)C(=S)N1,i,i,i,i,i,2,i,i,0.9,i,i

Only part of the results is shown (hit frequency here may not be typical).
